L3MBTL1 block: qHTS Assay for the Inhibitors of L3MBTL1 | AlphaScreen L3MBTL1–H3K9me1 peptide binding | Potency, µM (doses to about 57.1 µM), without a hit: at the highest dose activity, negative = inhibition, most hits filed as inhibitors | 230,000 compounds, 0.66% hits; active = well fitted inhibition curve with a large enough effect; inconclusive = small, poorly fitted or top-dose-only effect; inactive = no such curve, though single readings can be large or run the other way; also: nearly all actives have a fitted effect of over 60% in size
Target sequence (Q9Y468 whole entry, looked up): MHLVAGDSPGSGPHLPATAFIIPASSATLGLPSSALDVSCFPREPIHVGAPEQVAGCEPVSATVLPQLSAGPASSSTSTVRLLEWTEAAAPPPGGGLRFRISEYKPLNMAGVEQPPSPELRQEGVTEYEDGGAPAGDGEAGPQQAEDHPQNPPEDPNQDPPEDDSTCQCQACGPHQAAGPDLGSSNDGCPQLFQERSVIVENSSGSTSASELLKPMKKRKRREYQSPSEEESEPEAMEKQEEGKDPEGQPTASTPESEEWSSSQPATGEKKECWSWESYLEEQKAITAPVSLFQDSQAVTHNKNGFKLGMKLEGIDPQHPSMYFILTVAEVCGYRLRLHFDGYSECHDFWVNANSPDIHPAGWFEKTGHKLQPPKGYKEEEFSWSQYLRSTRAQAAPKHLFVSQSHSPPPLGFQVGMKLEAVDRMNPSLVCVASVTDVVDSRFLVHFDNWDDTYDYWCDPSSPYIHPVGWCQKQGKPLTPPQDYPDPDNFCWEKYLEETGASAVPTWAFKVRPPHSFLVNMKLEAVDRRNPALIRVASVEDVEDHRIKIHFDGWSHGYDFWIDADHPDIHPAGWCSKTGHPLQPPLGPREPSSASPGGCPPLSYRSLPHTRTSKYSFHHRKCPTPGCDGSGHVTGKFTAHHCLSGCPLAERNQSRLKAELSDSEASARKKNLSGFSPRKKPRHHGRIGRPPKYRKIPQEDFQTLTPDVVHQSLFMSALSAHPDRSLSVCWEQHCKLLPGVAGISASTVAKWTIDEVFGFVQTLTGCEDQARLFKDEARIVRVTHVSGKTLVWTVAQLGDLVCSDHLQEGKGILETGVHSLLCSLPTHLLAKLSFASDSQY
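Read-out is AlphaScreen signal from streptavidin donor and nickel chelate acceptor beads (10 ug/mL final each) bridging L3MBTL1 (50 nM) and biotinylated K9-monomethylated H3(1-15) peptide (75 nM), after 30 min compound exposure at room temperature.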
Numbers without * were called inactive; ? = inconclusive; ! = a repeat was not active; [ ] = another dose, or the depositor's remark. % is scaled to controls: 0 for no effect and ±100 for the full control effect; potency is read from the fitted curve at half-maximal effect. These rows are one share of the data; rates above refer to the full screens.

SMILES	L3MBTL1 block
CC1CCN(C(=O)c2cc(S(=O)(=O)N3CCOCC3)ccc2N2CCCC2)CC1	-1.5%
O=C(COC(=O)[C@@H]1CCCN1S(=O)(=O)c1ccc(Cl)cc1)NC1CCS(=O)(=O)C1 (stereo partly drawn)	2.7%
COc1ccc(S(=O)(=O)N(C)C[C@H]2Oc3ccc(NC(=O)Cc4ccccc4)cc3C(=O)N([C@H](C)CO)C[C@@H]2C)cc1	-4.5%
COc1ccc2nc(NC(=O)c3ccc(F)cc3)sc2c1	-0.6%[2.29 µM]
O=C(COC(=O)Cc1ccc(Br)cc1)NCc1ccc2c(c1)OCO2	1.6%
O=C(NCc1nnnn1-c1cccc(F)c1)c1ccc(S(=O)(=O)N2CCOCC2)cc1	7.7%
COCCCN(C(=O)c1ccccc1)c1nc(-c2ccc(OC)cc2)cs1	1.7%
CCOC(=O)[C@@H]1[C@H]2COc3ccccc3[C@H]2N2C(=O)N(c3ccc(OC)cc3)C(=O)[C@]12C	3.0%
Cc1ccc(NC(=O)C2=NNC(=O)CC2)cc1S(=O)(=O)Nc1ccc(SC(F)F)cc1	-5.5%
CCCC(C)C(=O)Nc1ccc(S(=O)(=O)N2CCCC2)cc1 (stereo not drawn)	5.7%
Cn1c(CC(=O)NNC(=O)c2cccnc2)nc2ccccc21	12.3%
CC1(C)NC(=O)N(CC(=O)NNC(=O)c2ccccc2F)C1=O	5.9%
CN(C(=O)C1CCCO1)C1CCS(=O)(=O)C1 (stereo not drawn)	7.1%
Nc1nc(N(Cc2ccccc2)Cc2ccccc2)nc(C(F)(F)F)n1	8.5%
Cc1cc(C)c(NC(=O)CSCc2c(C)noc2C)c(C)c1	6.3%
CCN(c1ccccc1)S(=O)(=O)c1cc(C(=O)NCc2ccccn2)ccc1C	-4.1%
CCCCn1c(N)c(N(CCOC)C(=O)COC(=O)COc2c(C)cc(C)cc2C)c(=O)[nH]c1=O	4.7%
CCCC(=O)Nc1cc(S(=O)(=O)N2CCCCC2)ccc1N1CCOCC1	3.3%
O=C1CCN(Cc2ccccc2)CCN1CCSc1ccccc1	-9.7%
CCOc1ccc(NC(=O)CN(C)C(=O)CC2OC(=O)c3ccccc32)cc1OCC (stereo not drawn)	5.1%
Cc1cccc(COC(=O)CCCNC(=O)c2ccc(Cl)cc2)c1	13.7%
COc1ccc(CNc2ncc(-c3ccccc3)n2C)c2ccccc12	-12.5%
COC(=O)c1ccc(C(=O)OC)c(NC(=O)CSc2n[nH]c(N)n2)c1	4.6%
O=C(COC(=O)C1CCN(S(=O)(=O)c2cccs2)CC1)Nc1ccc(F)c(F)c1F	-1.9%
Cc1noc(C)c1C(=O)N(CC(=O)Nc1ccc(Cl)c(C(F)(F)F)c1)Cc1ccco1	-1.6%

Sorted by count of non-hydrogen atoms (high to low): part of the list above.
SMILES	L3MBTL1 block
COc1ccc(S(=O)(=O)N(C)C[C@H]2Oc3ccc(NC(=O)Cc4ccccc4)cc3C(=O)N([C@H](C)CO)C[C@@H]2C)cc1	-4.5%
CCCCn1c(N)c(N(CCOC)C(=O)COC(=O)COc2c(C)cc(C)cc2C)c(=O)[nH]c1=O	4.7%
CCOC(=O)[C@@H]1[C@H]2COc3ccccc3[C@H]2N2C(=O)N(c3ccc(OC)cc3)C(=O)[C@]12C	3.0%
Cc1ccc(NC(=O)C2=NNC(=O)CC2)cc1S(=O)(=O)Nc1ccc(SC(F)F)cc1	-5.5%
O=C(COC(=O)C1CCN(S(=O)(=O)c2cccs2)CC1)Nc1ccc(F)c(F)c1F	-1.9%
CC1CCN(C(=O)c2cc(S(=O)(=O)N3CCOCC3)ccc2N2CCCC2)CC1	-1.5%
CCCC(=O)Nc1cc(S(=O)(=O)N2CCCCC2)ccc1N1CCOCC1	3.3%
COc1ccc(CNc2ncc(-c3ccccc3)n2C)c2ccccc12	-12.5%
O=C(COC(=O)Cc1ccc(Br)cc1)NCc1ccc2c(c1)OCO2	1.6%
Cn1c(CC(=O)NNC(=O)c2cccnc2)nc2ccccc21	12.3%
Cc1cc(C)c(NC(=O)CSCc2c(C)noc2C)c(C)c1	6.3%
COc1ccc2nc(NC(=O)c3ccc(F)cc3)sc2c1	-0.6%[2.29 µM]
CN(C(=O)C1CCCO1)C1CCS(=O)(=O)C1 (stereo not drawn)	7.1%

The list continues:
SMILES	L3MBTL1 block
CC1CCCN(C(=O)COC(=O)C2CCN(S(=O)(=O)c3ccc(Cl)c(C(F)(F)F)c3)CC2)C1 (stereo not drawn)	-3.0%
CCN(CC)CCNC(=O)c1ccc(NC(=O)c2cc(S(=O)(=O)N3CCCCC3)ccc2C)cc1	2.6%
CN(C)CCNC(=O)c1sc2nc(-c3ccccc3)cc(C(F)(F)F)c2c1N	0.7%
Cc1ccc(OCC(=O)N(Cc2nnc(-c3ccccc3Cl)o2)C2CC2)cc1C	2.8%
O=C(NNC(=O)c1ccc(Cl)nc1)c1ccc(Br)cc1	0.3%
O=C1c2ccccc2/C(=C\c2ccc(Br)s2)N1c1ccccc1	-11.9%
CCCCN(C)C(=O)C1CCN(c2ccc(S(=O)(=O)N3CCOCC3)cc2[N+](=O)[O-])CC1	2.8%
N#Cc1ccccc1NCC(=O)N1CCN(S(=O)(=O)c2ccccc2)CC1	10.6%
CC1Oc2ccccc2N(Cc2cccc(F)c2)C1=O (stereo not drawn)	13.7%
O=C(CNC(=O)c1cc(Cl)nc2ccccc12)Nc1ccccc1Br	2.1%
C[C@H](CO)N1C[C@H](C)[C@@H](CN(C)S(=O)(=O)c2ccc(F)cc2)Oc2c(NC(=O)Nc3ccc(C(F)(F)F)cc3)cccc2C1=O	-0.6%
COc1cc(Cl)c(C)cc1NC(=O)CN1C(=O)C2CCCCC2C1=O (stereo not drawn)	1.4%
Cn1cc(S(=O)(=O)N2CCCC2)cc1C(=O)NCCc1ccccc1	0.0%
COc1ccc(C(=O)OCCCc2cc3ccccc3c(=O)o2)cc1	16.2%
Cc1cccc(C(=O)NCCCN(C)CCCNC(=O)c2cccc(C)c2)c1	0.3%
CN1CCC(N(C)C(=O)c2ccc(Cl)c(S(=O)(=O)N(C)c3ccc(Cl)cc3)c2)CC1	-8.7%
OC(c1ccccc1)c1nc2ccccc2[nH]1 (stereo not drawn)	3.5%
CC(OC(=O)c1ccc(Br)o1)C(=O)Nc1ccc2c(c1)OCCO2 (stereo not drawn)	2.8%
O=C1CCc2cc(NS(=O)(=O)c3ccc(F)cc3)cc3c2N1CCC3	-8.7%
CCN1C(=O)[C@H]2[C@@H](c3ccc(-c4ccc(C(C)=O)cc4)cc3)N[C@@](Cc3ccccc3)(C(=O)OC)[C@H]2C1=O	-12.5%
CC1CCCCC12NC(=O)N(CC(=O)NCCc1c[nH]c3ccccc13)C2=O (stereo not drawn)	4.3%
CN(C(=O)COC(=O)c1ccc(Cl)c(S(=O)(=O)N2CCCCCC2)c1)C1CCS(=O)(=O)C1 (stereo not drawn)	?
O=C1C(c2ccccc2)NC(=S)N1C1CCCCC1 (stereo not drawn)	-8.0%
C[C@@H]1CN([C@@H](C)CO)C(=O)c2cccc(NC(=O)C3CCCCC3)c2O[C@@H]1CN(C)Cc1ccc(Cl)c(Cl)c1	-0.8%
CCOc1cc(N2CCOCC2)c(OCC)cc1NC(=O)COC(=O)CCn1c(C)csc1=O	-6.7%

Next part:
SMILES	L3MBTL1 block
CC12CCC(=O)N1C(C(=O)Nc1cc(C(F)(F)F)ccc1N1CCOCC1)CS2 (stereo not drawn)	4.5%
O=C(O)c1ccc(-c2sc(Nc3ccccc3)n[n+]2-c2ccc(F)cc2)cc1	0.8%
CCN1C(=O)[C@H]2[C@@H](c3ccc(-c4ccc(OC)cc4)cc3)N[C@@](Cc3ccccc3)(C(=O)OC)[C@H]2C1=O	-5.7%
CC(C)Cc1nnc(NC(=O)c2ccc(N3CCCC3=O)cc2)s1	4.0%
CC(C)C[C@@H](CN1C(N)=NC[C@@H]1C)NC(=O)CC12CC3CC(CC(C3)C1)C2	2.8%
O=C(CN1C(=O)C(=O)N(C2CCCC2)C1=O)NCCc1ccc(F)cc1	-1.9%
COc1ccc(CCNC(=O)CSCc2ccc(Br)cc2)cc1OC	4.2%
Nc1cc(C(=O)OCC(=O)N2CCN(C(=O)COC(=O)c3ccc(Cl)c(N)c3)CC2)ccc1Cl	8.7%
COc1ccc(CC(=O)Nc2cccc3c2CCCC3)cc1	2.0%
COc1ccc(Cn2c(=O)oc3ccc(C)cc32)cc1	13.6%
Cc1ccc(NC(=O)c2cc(S(=O)(=O)N3CCCCC3)c[nH]2)cc1C	-6.1%
Cc1cc(C)c(OCCCn2ccnc2)c(C)c1	3.5%
CCC1(c2ccccc2)NC(=O)N(CC(=O)NCCN2C(=O)S/C(=C\c3cccnc3)C2=O)C1=O (stereo not drawn)	-9.8%
O=C(COC(=O)c1ccc(S(=O)(=O)N2CCCC2)cc1)Nc1cccc(Br)c1	-10.1%
Cc1ccc(NC(=O)CCc2nc3sc4c(c3c(=O)[nH]2)CCCC4)nc1	?
Cc1ccc(NC(=O)CN2CCOCC2)cc1C	1.2%
COc1ccc(CNC(=O)c2ccc(Cl)c(S(=O)(=O)N3CCOCC3)c2)cc1OC	-3.4%
O=C(O)c1ccccc1NCc1cccs1	7.4%
COc1ccc(/C(C)=N/Nc2nccnc2Cl)cc1	-4.2%
COc1cc(C(=O)NCC2CCCCC2)ccc1OCc1c(C)noc1C	8.7%
Oc1c(CN2CCCC2)cc(COCc2ccccc2)c2cccnc12	28.2µM*!
COc1ccccc1NS(=O)(=O)c1ccc(C(=O)NCC(c2cccs2)N2CCOCC2)cc1 (stereo not drawn)	2.5%
CC(C)NC(=O)NC(=O)COC(=O)c1ccc(S(=O)(=O)NCc2ccco2)cc1	-0.1%
CCN(CC(=O)Nc1c(F)cccc1F)C(=O)/C=C/c1ccc(C)cc1	4.0%
CC(C)(C)[C@@H]1C=C(C(=O)O)[C@H](c2ccc(Cl)cc2)N1S(=O)(=O)c1ccccc1	-2.1%

Additional entries.
SMILES	L3MBTL1 block
COc1cc(C#N)ccc1OC(=O)C1CCN(C(=O)c2ccc(F)cc2)CC1	4.3%
COc1ccc(S(=O)(=O)N(C)C[C@H]2Oc3c(NC(=O)NC(C)C)cccc3C(=O)N([C@H](C)CO)C[C@@H]2C)cc1	0.7%
COc1ccc(OCCCC(=O)Nc2cc(S(=O)(=O)N3CCCCC3)ccc2C)cc1	-4.9%
CCC(C)c1ccc(NC(=O)c2ccco2)cc1 (stereo not drawn)	-2.9%
COc1ccccc1N1CCN(C(=O)c2cc(S(=O)(=O)N3CCCCC3)ccc2C)CC1	-7.6%
Cc1cccc(N2CCN(C(=O)C3CC(=O)N(c4ccc5c(c4)OCCO5)C3)CC2C)c1 (stereo not drawn)	-9.5%
Cc1ccccc1OCCC(=O)OCC(=O)NCCc1ccccc1	7.7%
Cc1ccc(C(=O)NCCC2=CCCCC2)cc1S(=O)(=O)N1CCCCC1	8.7%
CCOc1ccc(C(C)=O)cc1COC(=O)c1ccc2c(c1)NC(=O)CS2	-0.9%
CCCc1cc(=O)[nH]c(SC(C)C(=O)N2c3ccccc3CC2C)n1 (stereo not drawn)	8.1%
Cc1cccc(OCCNC(=O)CCNS(=O)(=O)c2ccc3ccccc3c2)c1	-0.5%
O=C(NNC(=O)C1CC1)c1ccc(F)cc1F	38.8%[activator]
CCN(C[C@H]1N[C@@](CC)(C(=O)OC)[C@H]2C(=O)N(C)C(=O)[C@@H]12)S(=O)(=O)c1ccc(F)cc1	-8.2%
CN1CCN(S(=O)(=O)c2cccc(C(=O)N(Cc3nnc(-c4ccc(Cl)cc4)o3)C3CC3)c2)CC1	-5.1%
COc1ccc([C@H]2C(C(=O)O)=C[C@@H](C(C)(C)C)N2S(=O)(=O)c2ccc(C)cc2)cc1OC	8.4%
CCN1CCN(C(=S)NC(=O)c2cccc(Br)c2)CC1	-3.1%
O=C(c1cccc(S(=O)(=O)N2CCOCC2)c1)N(Cc1nnc(-c2ccccc2Cl)o1)C1CC1	-1.5%
Cc1cc(NCc2ccccc2)c2ccccc2n1	0.9%
CCN(C(=O)COC(=O)CCC(=O)c1cccs1)c1ccccc1	4.8%
O=C(O)c1ccc(CP(=O)(c2ccccc2)c2ccccc2)cc1	-4.3%[2.29 µM]
COCCn1c(SCC(=O)Nc2cc(C)on2)nc2ccccc2c1=O	-2.4%
COCCn1c(SCC(=O)Nc2ccc(OC)cc2OC)nc2ccccc2c1=O	-1.3%
Cc1occc1-c1nnc(SCC(=O)N2CCCCC2)n1C	7.6%
Cc1ccc(CN2CC(C(=O)N3CCN(c4ccccc4O)CC3)CC2=O)cc1 (stereo not drawn)	-2.4%
CC(OC(=O)C1CC1)C(=O)Nc1cccc(S(=O)(=O)N2CCOCC2)c1 (stereo not drawn)	7.9%

Further structures:
SMILES	L3MBTL1 block
O=C(Nc1nccs1)c1ccc(COc2c(F)c(F)cc(F)c2F)o1	-0.9%
COc1ccc(NCC(=O)Nc2cccc(C(F)(F)F)c2)cc1S(=O)(=O)N1CCOCC1	-7.7%
O=C(NCC(c1ccco1)N1CCCCC1)c1cccc(NS(=O)(=O)c2ccc(Br)cc2)c1 (stereo not drawn)	-2.4%
COc1ccccc1CNC(=O)c1ccc(S(=O)(=O)N(C)c2ccccc2)cc1	11.5%
N#Cc1ccccc1S(=O)(=O)N1CCN(C(=O)Cc2coc3cc(O)ccc23)CC1	-0.6%
CCOc1ccccc1NC(=O)CSc1nnc(-c2cccnc2)o1	6.5%
CN(Cc1ccc(F)cc1)C(=O)c1ccc(NS(=O)(=O)c2ccccc2)cc1	-8.3%
CCN(C(=O)C(C)Sc1ccc(S(=O)(=O)N2CCOCC2)cn1)c1ccccc1 (stereo not drawn)	-3.6%
COc1ccc(NC(C)=O)cc1NS(=O)(=O)c1ccc2c(c1)OCCO2	3.7%
O=C(COc1cc2oc(=O)cc(-c3ccccc3)c2cc1Cl)NCC1CCC(C(=O)O)CC1 (stereo not drawn)	-1.8%
Cc1cc(NS(=O)(=O)c2ccc(NC(=O)c3cnc(Cl)c(Cl)c3)cc2)nc(C)n1	3.9%
